# Compound activity as filed in PubChem.
# Xi reactivation: activators of X-chromosome reactivation in mouse fibroblasts. AID 743238. actives 0.055% (n = 360,000). activation, % at 7.58 µM. XiGFP mouse fibroblasts, % GFP-positive cells imaging, 3 d; cells co-treated with 5-aza-dC sensitizer; scaled so ellipticine positive control = 100%;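 active = mean normalized replicate activation at least 10% and every replicate at or above 10%; inconclusive = only one of the two criteria met; inactive = mean below 10% and not all replicates reach 10%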;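 note: 0% = median of on-plate neutral control wells and 100% = ellipticine 6 µM median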
#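 assay system = SV40-immortalized XiGFP fibroblast cells, line 68-5-11 | buffer or medium = DMEM plus 5-aza-dC sensitizer | doses = single-point pinned compound dosing | times = 3-day compound exposure, then 15 min fixation at room temperature | benchmarks = positive control ellipticine, 6 µM final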
# ERAP1 HTS inh: ERAP1 (human) enzyme inhibition; recombinant ERAP1, Leu-AMC fluorescence, 60 min; AID 652197; Q9NZ08; actives 0.15% (n = 340,000); inhibition, % at 10.7 µM;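 active = mean replicate inhibition of at least 30%, or all replicates individually reaching that 30% level; inactive = mean below 30% and not every replicate reaching it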;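 note: 0% = neutral control wells and 100% = L-leucinethiol positive control wells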
# esBAF inh: inhibitors of esBAF chromatin remodeling in mouse ES cells; Bmi1-luciferase knock-in reporter, 24 h; 100% = twice the neutral-well signal; reporter increase, % at 12.5 µM; actives 2% (n = 350,000); AID 602393; in the data active = activation above about 40%; inconclusive = no clear call, values can overlap the other calls;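 note: 0% = median of the plate's neutral control wells and 100% = double that signal; a rise in the Bmi1 reporter signal indicates esBAF inhibition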
# ERp5 block: blocks human ERp5 reductase activity on insulin. AID 651711. actives 0.05% (n = 350,000). ERp5 insulin aggregation, absorbance 650 nm, 90 min. inhibition, % at 9.99 µM;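 active = mean replicate inhibition above about 25%, with every replicate also reaching it, limit read from the data, passing the limit was not always enough; inconclusive = only one of those two criteria met; inactive = neither criterion met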
# RAD52 inh: blocks human RAD52 DNA annealing. P43351. recombinant RAD52 DNA annealing, FRET fluorescence. inhibition, % at 18.7 µM. actives 0.46% (n = 360,000);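 active = every replicate showing at least 50% inhibition; inconclusive = mean inhibition at least 50% but not in every replicate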
# Target sequence (P43351 whole entry, looked up): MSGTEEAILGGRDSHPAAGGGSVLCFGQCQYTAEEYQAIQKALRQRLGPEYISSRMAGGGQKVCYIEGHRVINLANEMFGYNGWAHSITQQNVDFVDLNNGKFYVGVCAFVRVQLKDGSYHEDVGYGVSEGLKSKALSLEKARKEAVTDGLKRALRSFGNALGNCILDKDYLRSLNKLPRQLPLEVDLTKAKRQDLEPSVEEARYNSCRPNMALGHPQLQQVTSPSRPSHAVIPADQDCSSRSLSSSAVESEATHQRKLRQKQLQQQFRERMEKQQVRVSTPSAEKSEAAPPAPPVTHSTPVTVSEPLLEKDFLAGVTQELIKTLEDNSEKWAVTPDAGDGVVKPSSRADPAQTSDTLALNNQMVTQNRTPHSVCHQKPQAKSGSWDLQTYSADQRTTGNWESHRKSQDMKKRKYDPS
# E-selectin induc: induces E-selectin expression in human endothelial cells; P16581; HUVEC E-selectin immunofluorescence imaging; normalized: neutral wells 0, TNF-alpha wells 100; activation, % at 7.58 µM; actives 0.37% (n = 260,000); AID 686992;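 active = mean E-selectin-positive cell signal at least 10% of the positive control, reached in at least 60% of replicates, without over 20% cell loss; inconclusive = no rule given, readout overlaps actives, possibly toxicity-flagged; inactive = the rest, including those meeting only one limit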;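 note: in these data hits start at about 27%; measured in HUVEC primary endothelial cells; signal is the percent of cells scored E-selectin positive by PE staining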
# Target sequence (P16581 whole entry, looked up): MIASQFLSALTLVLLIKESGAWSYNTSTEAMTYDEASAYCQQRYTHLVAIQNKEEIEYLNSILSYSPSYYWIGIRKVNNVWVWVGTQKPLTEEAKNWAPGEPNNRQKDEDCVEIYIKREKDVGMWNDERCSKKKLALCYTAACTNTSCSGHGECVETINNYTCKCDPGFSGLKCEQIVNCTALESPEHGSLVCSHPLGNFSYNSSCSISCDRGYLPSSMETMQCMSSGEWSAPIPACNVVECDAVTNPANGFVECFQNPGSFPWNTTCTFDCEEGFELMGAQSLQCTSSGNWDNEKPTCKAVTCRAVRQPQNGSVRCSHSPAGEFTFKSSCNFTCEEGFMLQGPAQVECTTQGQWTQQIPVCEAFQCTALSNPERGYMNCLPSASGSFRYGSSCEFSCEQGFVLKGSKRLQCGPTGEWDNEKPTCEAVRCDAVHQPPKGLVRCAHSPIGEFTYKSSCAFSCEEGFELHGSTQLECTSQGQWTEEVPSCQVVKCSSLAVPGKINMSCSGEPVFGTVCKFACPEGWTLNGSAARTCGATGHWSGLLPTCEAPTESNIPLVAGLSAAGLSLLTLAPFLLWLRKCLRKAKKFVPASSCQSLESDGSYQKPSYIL
#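 Test system: HUVEC; input: 3,000 HUVEC/well; measured by: immunofluorescence imaging; read-out: % PE-positive cells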
# S100A4 MyoIIA: S100A4-myosin IIA interaction inhibition; P26447; actives 0.14% (n = 360,000); AID 652163; S100A4/TAMRA-MyoIIA peptide fluorescence polarization; inhibition, % at 10.7 µM;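 active = mean inhibition of at least 70% across replicates, with every replicate also reaching that level; inconclusive = mean inhibition reaches 70% but some replicates fall short; inactive = mean inhibition below 70%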
#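 Assay system: human S100A4 monomer with TAMRA-labelled myosin IIA peptide / Buffer or medium: Calcium-containing HEPES buffer, pH 7.2 / Reagent: TAMRA-labelled myosin IIA heavy-chain peptide probe, 5 nM / Compound: one dose per compound / Timing: polarization read 5 min after assay mix addition, stable 5–60 min / Benchmarks: neutral control DMSO, positive control TFP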
# RAD54 branch: RAD54 (human) branch migration inhibition; Q92698; RAD54 Holliday junction branch migration, FAM/BHQ fluorescence; inhibition, % at 10.4 µM; actives 0.14% (n = 360,000); AID 602329;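 active = mean normalized replicate activity at least 40 and at least half of replicates scoring 40 or more; inconclusive = only one of the two criteria met; inactive = mean below 40 and under half of replicates reaching 40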;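 note: 0% = median of neutral control wells and 100% = median of positive control wells; inhibitors cause a drop in the FAM fluorescence signal; in these data hits start at about 50%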
# Active calls of the source: *; i = inactive; u = inconclusive; x = no result given; + = active, no number; & = joins results of further samples. An excerpt; count on the stated rates, not on these rows.
SMILES,Xi reactivation,ERAP1 HTS inh,esBAF inh,ERp5 block,RAD52 inh,E-selectin induc,S100A4 MyoIIA,RAD54 branch
COc1cccc(C(=O)N2CCC3(CC2)OCCO3)c1,0.3,2,4,-1,2,-0.3,17,-7
CCC1(CCC(C)C)C(=O)NC(=O)N(c2ccccc2)C1=O (configuration not stated),0.1,1,x,-1,4,0.0,-1,x
C1CCCN(C2CCNCC2)CC1,0.0,3,-4,4,6,x,20,-14
NC(=O)C1CCN(/C=C2\C(=O)NC(=O)N(Cc3ccco3)C2=O)CC1,0.1,0,-4,7,-37,5.3,1,-6
COc1cccc(C(=O)C2CCCN(Cc3cccc(C)n3)C2)c1 (configuration not stated),0.2,-3,x,-1,-8,x,-4,x
Nc1c([N+](=O)[O-])cc(F)c(N2CCNCC2)c1Br,0.0,2,3,1,-2,x,-2,8
COC(=O)[C@H]1C[C@@H]1[C@H](NP(=O)(c1ccccc1)c1ccccc1)c1ccccc1,-0.2,-2,-13,1,-5,-0.2,-4,10
CC(C)(C)n1nnnc1C(CCc1ccccc1)N1CCC(n2c(=O)[nH]c3ccccc32)CC1 (configuration not stated),0.0,0,-11,3,-11,-0.3,-8,-4
N#Cc1ccc(NC(=S)N2Cc3ccccc3-n3nncc3C2)cc1,0.2,x,4,-1,-18,-0.8,27,-8
O=c1ccc2cc(O[C@@H]3O[C@@H](CO)[C@H](O)[C@@H](O)[C@@H]3O)c(O)cc2o1,0.0,+,-10,1,1,0.0,0,-6
CCC(C)n1c(O)c(C=NCc2cccnc2)c(=O)[nH]c1=S (configuration not stated),-0.1,5,x,1,-1,1.1,3,x
O=C1NC(=O)N(Cc2ccccc2)C(=O)/C1=C\c1ccco1,-0.2,5,x,4,-158,x,-33,x
CP(=O)(O)CN1CCCCC1,0.0,-2,x,5,-7,x,1,x
O=P(O)(Oc1ccccc1)c1ccccc1,0.1,1,-6,7,-2,x,3,-7
O=C(O)C[C@@H]1CC[C@H]2NC[C@@H](O)COC[C@@H]2O1,0.2,1,-2,-2,-6,0.0,-14,1
Cn1c(O)c(C=NCCCCCCCCCCC(=O)O)c(=O)n(C)c1=O,0.0,-26,-4,5,1,-3.0,5,-3
CCCOC(=O)C1C2CCC(O2)C1C(=O)O (configuration not stated),0.1,-1,1,2,9,0.2,0,5
CN1OC[C@@H]2CN[C@H](c3ccc(Br)cc3)C[C@@H]21,0.0,x,-3,-4,-27,-1.6,-10,x
COc1ccc(NC(=O)c2c(C)nn(Cc3ccccc3Cl)c2Cl)cc1Cl,-0.1,1,x,0,-9,x,-2,x
c1ccc(P(c2ccccn2)c2ccccn2)cc1,0.0,x,x,3,-9,0.4,-4,x
COc1ccc(C#Cc2ccc([C@@H]3[C@H](CO)N4CCCCN(C(=O)Cc5cccnc5)C[C@@H]34)cc2)cc1,0.1,0,x,-3,-1,-0.2,-14,-5
NC(=O)Cn1cc(C=C2C(=O)NC(=O)NC2=O)c2ccccc21,0.0,0,x,1,i,0.1,23,x
Cc1cc(N2CCNC[C@H]2C)ccc1N1CC[C@@H](O)C1,0.6,2,x,-1,24,1.6,1,x
COc1cc(/C=C/C(=O)c2c(O)n(CCc3ccccc3)c(=O)[nH]c2=O)ccc1O,2.3,-1,x,2,-49,-0.4,3,x
COc1ccc(C2NCc3ccccc3-n3cccc32)cc1 (configuration not stated),0.3,1,-11,-2,0,0.4,-5,-6

# Quoted from above (five entries):
SMILES,Xi reactivation,ERAP1 HTS inh,esBAF inh,ERp5 block,RAD52 inh,E-selectin induc,S100A4 MyoIIA,RAD54 branch
COc1ccc(C#Cc2ccc([C@@H]3[C@H](CO)N4CCCCN(C(=O)Cc5cccnc5)C[C@@H]34)cc2)cc1,0.1,0,x,-3,-1,-0.2,-14,-5
NC(=O)Cn1cc(C=C2C(=O)NC(=O)NC2=O)c2ccccc21,0.0,0,x,1,i,0.1,23,x
Cc1cc(N2CCNC[C@H]2C)ccc1N1CC[C@@H](O)C1,0.6,2,x,-1,24,1.6,1,x
COc1cc(/C=C/C(=O)c2c(O)n(CCc3ccccc3)c(=O)[nH]c2=O)ccc1O,2.3,-1,x,2,-49,-0.4,3,x
COc1ccc(C2NCc3ccccc3-n3cccc32)cc1 (configuration not stated),0.3,1,-11,-2,0,0.4,-5,-6

# Next structures:
SMILES,Xi reactivation,ERAP1 HTS inh,esBAF inh,ERp5 block,RAD52 inh,E-selectin induc,S100A4 MyoIIA,RAD54 branch
COc1ccc(CCNCc2sccc2C)cc1,0.2,0,-3,-7,5,x,-4,-9
O=C(c1ccc(Cl)cc1)C1CCCN(Cc2cccc3cnccc23)C1 (configuration not stated),-0.5,-3,-5,u,-35,x,10,-2
O=C(Cc1cccnc1)N1CCCCN2[C@@H](CO)[C@@H](c3ccc(C#CC4CCCC4)cc3)[C@@H]2C1,0.2,1,-7,-3,6,-0.2,-6,-5
Cc1ccsc1C(=O)C1CCCN(Cc2cnc(N3CCOCC3)s2)C1 (configuration not stated),0.0,-3,12,0,-23,x,7,-8
c1ccc2sc(C3CCNCC3)nc2c1,0.0,-1,0,1,-21,0.0,4,-19
C/C(=N\N(C)c1ccccc1)c1c(O)[nH]c(=O)[nH]c1=O,0.0,x,x,3,-15,8.5,-5,x
COC(=O)C1=C(c2ccccc2OCc2ccccc2)C[C@@H]2CC[C@H]1N2C(=O)NC1CCN(Cc2ccccc2)CC1,0.3,x,-6,4,-30,-0.2,-5,1
Nc1cncc(C(=O)O)c1,0.0&0.0,2&1,-3,2&11,-8&-7,0.0,-3&0,3
O=C(c1ccc2c(c1)ncn2-c1ccc(F)cc1F)N1CCC2(CC1)OCCO2,0.0,0,x,0,-22,x,-12,x
S=C=Nc1cccc(C2(N3CCCCC3)CCCCC2)c1,-0.1,-2,-5,0,84*,-0.3,3,-13
O=C(Cc1ccccc1)OCCN1CCOCC1,-0.1,-2,x,-4,-6,x,-2,x
O=C1NC(=O)N(Cc2ccccc2)C(=O)/C1=C/N1CCCc2ccccc21,0.1,3,x,3,-178,-0.2,-13,-44
O=C1/C(=C/c2ccccc2Cl)N2CCC1CC2,-0.2,x,x,-8,-6,4.6,1,x
CN1CC(C(=O)c2ccccc2)C(c2ccccc2)C1 (configuration not stated),0.0,1,-3,2,-11,-0.2,1,-3
COC(=O)C[C@H]1CC[C@H]2NC[C@H](O)COC[C@@H]2O1,0.0,-3,3,3,-6,0.0,7,-9
C#CC[N+]1(C)C2CCC1CC(O)C2 (configuration not stated),0.0,6,-11,1,-18,3.9,-2,3
O=C(O)[C@@H]1[C@@H](CO)[C@@H]2Cn3c(ccc(-c4ccncc4)c3=O)[C@H]1N2C(=O)C1CCC1,0.0,19,-1,-5,-24,0.0,14,3
CCc1cc(=O)oc2c(C)c(OCC(=O)N3C[C@H]4C[C@@H](C3)c3cccc(=O)n3C4)ccc12,x,5,-6,0,-3,x,-2,2
Fc1ccccc1CN1CCN(c2ccc(Cl)cc2)CC1,0.0,-1,3,0,-8,1.2,-2,-1
Cc1[nH]c2ccccc2c1CCNCc1cccnc1,0.1,-1,1,2,-3,x,8,-4
CC1([N+](=O)[O-])COP(=O)(Nc2cccc(Cl)c2)OC1 (configuration not stated),0.1,0,x,1,-9,3.2,9,x
CCOC(=O)C1=C(NC(=S)NC(=O)c2ccccc2)c2ccccc2CC12CCCC2,0.0,15,x,3,-4,x,2,x
CCCCn1c(=O)c(C(=O)NCCc2ccccc2)c(O)c2ccccc21,0.2,1,-2,-3,-12,x,-6,-18
COC(=O)C(O)(c1ccc(NC(=O)c2cccs2)c(C)c1)C(F)(F)F (configuration not stated),0.0,14,1,-3,-5,3.4,-3,-10
O=C(Cc1ccccc1)N1CCCCN2[C@@H](CO)[C@H](c3ccc(-c4ccccc4)cc3)[C@@H]2C1,4.8,0,x,-1,-2,-0.5,1,-9
# New compounds follow:
SMILES,Xi reactivation,ERAP1 HTS inh,esBAF inh,ERp5 block,RAD52 inh,E-selectin induc,S100A4 MyoIIA,RAD54 branch
C[N+]1(C)C2CC(OC(=O)[C@H](CO)c3ccccc3)CC1C1OC12 (some centres not stated),0.5,-3,7,3,-11,1.2,-2,-10
CN1C(=O)CC(c2ccccc2)Nc2ccccc21 (configuration not stated),-0.1,0,-11,-4,-7,x,-4,-3
C=C[C@H]1CN2CC[C@H]1C[C@H]2[C@H](O)c1ccnc2ccccc12,0.1,1,-1,2,-4,0.1,-15,3
CN(CCc1ccccc1)Cc1c[nH]c2ccccc12,0.4,-1,-2,2,-14,0.2,2,-4
NC(=O)c1cc([N+](=O)[O-])cc([N+](=O)[O-])c1,-0.1,-1,4,-10,-7,0.3,-4,-2
CCOP(=O)(C#Cc1ccccc1)C(O)c1ccc(Br)cc1 (configuration not stated),0.0,x,x,1,-12,0.0,2,x
Cc1nccc2c1[nH]c1ccccc12,-0.1,-12,-11,2,9,0.1,2,u
O=c1ccc2cc(OC3O[C@H](CO)[C@@H](O)[C@H](O)[C@H]3O)c(O)cc2o1 (some centres not stated),-0.1,79*,-5,3,-2,0.6,-1,10
Cc1ccc(N2C(=O)CC(=O)NC2=O)cc1,x,-1,-8,9,-249,x,-12,3
Cc1cc(/C=C2\C(=O)NC(=O)N(c3ccc(F)cc3)C2=O)c(C)n1-c1ccc(C(=O)O)cc1,0.0,2,x,-3,-327,x,-22,x
CC(=O)OCC12CC(OC(=O)CC(C)C)C(C)=CC1OC1C(O)C(OC(C)=O)C2(C)C12CO2 (configuration not stated),0.8,-1,x,3,-9,-1.4,5,x
NC(=O)CN1CCCC1=O,-0.2,-3,-7,0,8,0.1,0,-4
COC(=O)[C@@H]1[C@@H](CO)[C@@H]2Cn3c(ccc(-c4ccccc4F)c3=O)[C@H]1N2CC1CCCC1,0.1,2,3,8,-8,-0.6,9,6
COc1ccc(NC(=O)N2Cc3ccccc3-n3nncc3C2)cc1,6.4,1,-5,2,-10,x,-4,-2
O=C(c1cccc(C(F)(F)F)c1)C1CCCN(Cc2ncc[nH]2)C1 (configuration not stated),0.1,-1,x,2,-14,x,-5,-5
O=C(CSC1c2ccccc2-c2ccccc21)N/N=C/c1ccccc1C(=O)O,0.1,9,x,2,-9,x,0,x
O=C(Cc1ccncc1)N1CCCCN2[C@H](CO)[C@@H](c3ccc(C#CC4(O)CCCC4)cc3)[C@@H]2C1,-0.1,2,x,-3,-2,-0.2,-12,-1
COC12CCC3(CC1C(C)(O)C(C)(C)C)[C@H]1Cc4ccc(O)c5c4[C@@]3(CCN1CC1CC1)C2O5 (some centres not stated),x,-3,11,2,3,x,-2,-6
O=C1NC(=O)C(=Cc2ccco2)C(=O)N1,0.0,3,0,12,-73,0.1,9,-5
c1ccc(NC2=NCCCS2)cc1,0.3,-1,-3,5,-10,-0.1,-2,7
CCCNC(=O)N1[C@@H]2c3ccc(-c4ccccc4OC)c(=O)n3C[C@H]1[C@H](CO)[C@H]2C(=O)O,0.3,-1,-7,4,-1,0.0,-5,6
CCOC(=O)c1[nH]c2ccc(OC)cc2c1C(SCC(=O)O)c1ccc(C(F)(F)F)cc1 (configuration not stated),0.3,5,4,-1,-10,1.5,2,0
COc1cccc(C2CCN(C)C2)c1 (configuration not stated),-0.1,-1,-1,-4,-9,-0.1,-7,-1
